# Source: PubChem BioAssay (National Center for Advancing Translational Sciences (NCATS))
# GLP1R ag: GLP-1 receptor (human) agonism; Potency, µM (titrated, usually from 45.6 µM), for the others: at the highest dose activation, most hits filed as activators; HEK293 GLP-1R CRE-luciferase, luminescence, 4-6 h; cells express a hypersensitive GLP-1R form; 380,000 tested, 0.007% active; also: % of control where 0% means no effect
# Target sequence (P43220 whole entry, looked up): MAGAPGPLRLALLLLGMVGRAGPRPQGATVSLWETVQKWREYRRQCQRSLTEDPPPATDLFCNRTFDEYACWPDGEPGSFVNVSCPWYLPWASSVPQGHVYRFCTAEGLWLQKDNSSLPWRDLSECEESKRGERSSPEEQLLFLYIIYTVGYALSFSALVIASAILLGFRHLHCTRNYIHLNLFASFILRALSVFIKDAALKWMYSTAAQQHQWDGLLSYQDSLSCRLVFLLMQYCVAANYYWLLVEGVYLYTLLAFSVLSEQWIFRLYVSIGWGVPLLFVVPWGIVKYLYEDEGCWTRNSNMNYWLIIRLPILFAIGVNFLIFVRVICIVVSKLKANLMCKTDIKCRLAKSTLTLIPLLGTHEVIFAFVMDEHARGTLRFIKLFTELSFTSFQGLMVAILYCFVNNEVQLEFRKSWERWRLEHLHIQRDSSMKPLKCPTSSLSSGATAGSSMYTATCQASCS
# KB-V1 cytotox: kills drug-selected multidrug resistant KB-V1 cells | AID 1347076 | 400,000 tested, 3.4% active | KB-V1 MDR cells viability, CellTiter-Glo, 72 h | Potency, µM (series often up to 46.1 µM), without a hit: at the top dose activity change, negative = cytotoxicity, usual class: cytotoxic; also: % is scaled to controls: 0 for no effect and ±100 for the full control effect; nearly all actives have a fitted effect of over 60% in size
#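 Cytotoxicity toward P-gp-expressing KB-V1 cells was determined as loss of CellTiter-Glo luminescence after 72 h at 37 degrees C. Compounds were tested in quantitative HTS format across a concentration range, with curves fitted to normalized data.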
# TDP-43 yeast inh: inhibitors of TDP-43 toxicity in yeast; TDP-43 expressing yeast growth rescue, BacTiter-Glo, 24 h; Potency, µM (doses to about 46.1 µM), inactives show at the top dose growth rescue (activation), usual class: activators; 410,000 tested, 1.8% active; AID 652104; also: % of control where 0% means no effect; nearly all actives have a fitted effect of over 50% in size
#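 Yeast expressing TDP-43 (pregrown in raffinose, seeded at OD600=0.02 in galactose medium) exposed to compounds 24 hr at 30 deg C. Growth read by BacTiter-Glo luminescence; rescue of toxicity appears as increased signal.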
# HT1080-NT tox: kills 2HG-producing HT-1080-NT fibrosarcoma cells. 360,000 tested, 1.6% active. Potency, µM (titrated, usually from 46.1 µM), without a hit: at the top dose activity, negative = less viability, hits mostly cytotoxic. HT-1080-NT fibrosarcoma viability, CellTiter-Glo ATP luminescence, 48 h. AID 686970;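 also: NT is the 2HG producing partner of a matched IDH1 knockdown line; 0% = DMSO-treated cells and -100% = media-only wells without cells; nearly all actives have a fitted effect of over 55% in size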
#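 HT-1080-NT; 750 cells/well; 5% FBS RPMI; 48 h compound, 37 degrees C; CellTiter-Glo luminescence; curve fitting and curve-class assignment.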
# SW480 rerep: induces DNA re-replication in SW480 colon adenocarcinoma cells. Potency, µM (titrated, usually from 46.1 µM), inactives show at the highest dose re-replication activation, usual class: activators. 340,000 tested, 1.8% active. SW480 DNA re-replication, Hoechst DNA content imaging, 48 h. AID 624297; also: % of control where 0% means no effect; nearly all actives have a fitted effect of over 55% in size
#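 Per well, 250 cells were exposed to pinned compound for 48 hr. Nuclear DNA was visualised with Hoechst (40 min, 37 C) and total object intensity recorded by fluorescence scanning.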
# GLP-1R inv ag: inverse agonists of human GLP-1 receptor; P43220; HEK293 GLP-1R CRE-luciferase, luminescence, 24 h; GLP-1R form is constitutively active; Potency, µM (series often up to 38.3 µM), for inactives: at the highest dose activity change, negative = inhibition, actives largely listed as inhibitors; 410,000 tested, 1.6% active; also: % is scaled to controls: 0 for no effect and ±100 for the full control effect; nearly all actives have a fitted effect of over 55% in size
#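 Luminescence readout: a drop in cAMP-driven luciferase signal flags inverse agonism at a constitutively active GLP-1R stably expressed in HEK293. Compound exposure lasted 24 hr at 37 deg C, 5% CO2.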
# KB-3-1 tox: KB-3-1 parental cell cytotoxicity; Potency, µM (top dose mostly 46.1 µM), inactives show top-dose activity change, negative = cytotoxic, actives largely listed as cytotoxic; 400,000 tested, 1.4% active; AID 1347075; KB-3-1 viability, CellTiter-Glo ATP luminescence, 72 h; also: % is scaled to controls: 0 for no effect and ±100 for the full control effect; nearly all actives have a fitted effect of over 60% in size
#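 Luminescent ATP read-out (CellTiter-Glo) measures survival of drug-naive KB-3-1 cells after 72 h compound exposure at 37 °C. Titration series was screened from lowest to highest concentration, with DMSO vehicle plates as background controls.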
# HT1080 IDH1KD tx: HT-1080 IDH1 knockdown cell toxicity (counter line); AID 686971; HT-1080 IDH1 knockdown viability, ATP luminescence, 48 h; Potency, µM (series often up to 46.1 µM), without a hit: top-dose activity, negative = toxicity, hits mostly cytotoxic; 360,000 tested, 2% active;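 also: 0% = DMSO wells and -100% = cell-free medium wells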
#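 Cytotoxicity counter-line: IDH1KD HT-1080, 48 h, CellTiter-Glo. Curves classed by r2, magnitude and activity.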
# GLP1R cytotox: cytotoxicity counter-screen for GLP-1 receptor inverse agonists | HEK293 cAMP-luciferase reporter cells, luminescence, 24 h | Potency, µM (doses to about 38.3 µM), for the others: at the highest dose activity change, negative = inhibition, hits mostly inhibitors | 410,000 tested, 0.13% active;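 also: loss of luciferase light is scored as toxicity; % is scaled to controls: 0 for no effect and ±100 for the full control effect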
#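 Seeding density was 200 cells/uL; after overnight-length (12 h) culture, 23 nL compounds went on for 24 h at 37 °C. Readout used a luciferase detection reagent, luminescence taken after 12 min at room temperature.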
# * = called active by the depositor; ? = inconclusive; . = no result given; & = joins results of further samples; [ ] = another dose, or the depositor's remark. Calls follow the shape of the dose curve; as a rule, active = well fitted curve in the direction sought with a large enough effect; inconclusive = small, poorly fitted or top-dose-only effect, or another doubt; inactive = no such curve, though single readings can be large; an effect the other way counts as inactive or inconclusive. Potency is read from the fitted curve at half-maximal effect.
No.	compound	GLP1R ag	KB-V1 cytotox	TDP-43 yeast inh	HT1080-NT tox	SW480 rerep	GLP-1R inv ag	KB-3-1 tox	HT1080 IDH1KD tx	GLP1R cytotox
1	O=C(NN=C1CCCC1)c1ccc(O)cc1O	-5%	51%	16%	-7%	-18%	10%	6%	-1%	?
2	CCOCCCn1c(=S)[nH]c2cc(C(=O)NC3CCCC(C)C3C)ccc2c1=O (stereo not given)	1%	-3%	-9%	3%	1%	-20%	-5%	3%	-3%
3	CCOc1ccccc1C(=O)NCC(=O)NCC(C)(C)N1CCOCC1	5%	-11%	18%	5%[9.24 µM]	9%	10%	0%	6%	-2%
4	O=C(CNC(=O)c1cc(Cl)cc([N+](=O)[O-])c1)NC1CC1	1%	5%	21%	15%	-2%	6%	?	8%	15%
5	COc1ccc(C2c3ccsc3CCN2C(C)=O)cc1 (stereo not given)	13%	4%	24%	-4%	-1%	19%	3%	6%	0%
6	O=C1N=C(N2CCOCC2)S/C1=C\c1cccs1	14%	28%	4%	6%	-8%	32%[activator]	2%	5%	-18%
7	CCCCCCCN1C2=NCCCN2c2ccccc21	5%	?	0%	-7%	?	10µM*	?	?	-28%
8	CSc1nnnn1-c1ccc(Cl)cc1	6%	0%	0%	3%	1%	5%	1%	5%	8%
9	COc1ccc(OC)c(NC(=O)CCNS(=O)(=O)c2ccc3[nH]c(=O)oc3c2)c1	4%	?	11%	0%	-23%	7%	-7%	16%	10%
10	Cc1ccc2cc(CCNC(=O)c3ccc4c(c3)OCO4)c(=O)[nH]c2c1C	3%	?	14%	16%	0%	3%	-9%	6%	23%
11	OCCN1CCN(CC(O)C(F)(F)F)CC1 (stereo not given)	-3%	?	24%	5%	-65%[inhibitor]	19%	-6%	9%	-16%
12	O=S(=O)(Nc1ccc(-c2ccc(NS(=O)(=O)c3ccccc3)cc2)cc1)c1ccccc1	0%	?	-8%	?	0%	-11%	?	?	-17%
13	CCNc1nc(NCC)n2c(SCC(=O)Nc3ccccc3)nnc2n1	0%	2%	7%	0%	-4%	-10%[7.66 µM]	-5%	-2%	10%[7.66 µM]
14	CN(C)CCNC(=O)CCCN1C(=O)c2cccnc2Oc2ccc(Cl)cc21	.	1%	6%	.	.	14%	9%	.	4%
15	COc1ccc2c(C(=O)CN(C)C3CCCCC3)c[nH]c2c1	5%	3%	1%	0%	-11%	-14%	0%	0%	4%
16	Cc1ccccc1-c1nc(SCC(=O)NCc2ccc(F)cc2)c2c(=O)n(C)c(=O)n(C)c2n1	.	21%	19%	.	.	1%	7%	.	-7%
17	O=Nc1ccc(NOC(=O)c2ccccc2)cc1	-3%	2%	?	6%	4%	19%	0%	4%	12%
18	CSc1ccccc1NC(=O)COc1ccc(Cl)cc1C	6%	13µM*	16µM*	17%	8%	-26%	?	18%	13%
19	Cc1cccc(C)c1-n1cccc1/C=C1\SC(=S)N(c2cccc(C(=O)O)c2)C1=O	0%	4%	5%	-23%	-5%	-4%	-9%	?	-21%
20	COc1cc(CN2CCCC(C(=O)c3ccccc3SC)C2)cc(OC)c1 (stereo not given)	9%	?	-2%	?	-19%	?	-21%	?	3%
21	COc1ccc(-c2cn(CCO)nc2-c2ccc(OC)cc2)cc1	29%	6%	-9%	-10%	-3%	-11%	12%	-8%	-2%
22	O=S(=O)(c1cccc(C(F)(F)F)c1)N1CCC(c2cc(-c3cccc4ccccc34)n[nH]2)CC1	2%	-16%	7%	-16%	?	8.9µM*	?	-17%	-3%
23	COc1ccc(OC)c(C2=NOC(C(=O)N3CCN(c4ccccc4)CC3)C2)c1 (stereo not given)	4%	?	?	-5%	14%	5%	-16%	6%	-13%
24	Cc1cccc(CS(=O)(=O)c2cn(CC(=O)N3CCOCC3)c3ccccc23)c1	0%	-19%	-24%	-3%	?	21%	12%	0%	13%
25	CCCNC(=O)c1ccc(N2CCC3(CC2)CC(c2ccccc2)=NO3)c(NC(=O)c2ccco2)c1	-2%	-15%	?	-15%	1%	?	-9%	-5%	-17%
26	COc1ccccc1OCCNC(=O)c1cccc(S(=O)(=O)N2CC(C)OC(C)C2)c1 (stereo not given)	6%	-15%	2%	9%	2%	-19%	-1%	2%	4%
27	Oc1cc(O)cc(/C=C/c2ccc(O)c(O)c2)c1	8%	-28%	3%	?	46%	-6%	-4%	?	-24%
28	CSc1ccc(-c2nc3ccc(C)cn3c2Nc2ccccc2C)cc1	2%	-19%	-21%	.	.	-9%	6%	.	1%
29	Cc1c(C(=O)N2CCCCC2)c(S(=O)(=O)N(C)Cc2ccco2)c(C)n1C	-1%	5%	-7%	6%	-2%	-8%	7%	22%	-12%
30	O=C(CCC1CCCCC1)NNC(=O)c1cnccn1	-15%	?	12%	-1%	2.9µM*	5%	-5%	-19%	-2%

# 3 compounds from above, showing only KB-3-1 tox.
No.	Molecule	KB-3-1 tox
24	Cc1cccc(CS(=O)(=O)c2cn(CC(=O)N3CCOCC3)c3ccccc23)c1	12%
26	COc1ccccc1OCCNC(=O)c1cccc(S(=O)(=O)N2CC(C)OC(C)C2)c1 (stereo not given)	-1%
30	O=C(CCC1CCCCC1)NNC(=O)c1cnccn1	-5%

# Further results follow.
No.	compound	GLP1R ag	KB-V1 cytotox	TDP-43 yeast inh	HT1080-NT tox	SW480 rerep	GLP-1R inv ag	KB-3-1 tox	HT1080 IDH1KD tx	GLP1R cytotox
31	O=C(C1CCC(CNc2c(N3CCCCC3)c(=O)c2=O)CC1)N1CCCCC1 (stereo not given)	0%	?	25%	-1%	-16%	1%	9%	7%	-4%
32	CCCc1cc(=O)oc2c(CN3CCOCC3)c(O)ccc12	1%	1%	0%	14%	-8%	6%	6%	12%	91%[activator]
33	COc1ccccc1COC(=O)c1cccc(S(=O)(=O)N2CCCC2)c1	22%	14%	-15%	-3%	13%	?	-1%	-4%	7%
34	C=CCN(c1ccccc1)S(=O)(=O)c1cccc2cccnc12	1%	-9%	2%	5%	1%	-29%	-9%	10%	1%
35	COc1ccc(-c2coc3c(CN4CCCCC4C)c(O)ccc3c2=O)cc1 (stereo not given)	-6%	-8%	-3%	-3%	24%	?	12%	7%	-4%
36	CN(CC(=O)Nc1ccc(F)c(F)c1F)C(=O)Cn1cnc2c1c(=O)n(C)c(=O)n2C	-1%	33%	20%	2%	-4%	8%	-1%	-3%	11%
37	CCCCN(CCCC)C(=O)CN(C)S(=O)(=O)c1ccc2c(c1)c(=O)n(C)c(=O)n2C	0%	-13%	-16%	.	.	-12%	-3%	.	0%
38	CCOc1ccc(NC(=O)NCc2ccco2)cc1	10%	?	15%	1%	-11%	5%	11%	0%	-19%
39	COc1ccccc1-c1nn2c(=O)cc(CN3CCN(C(=O)Nc4ccc(C)cc4Cl)CC3)nc2s1	.	?	14%	.	.	-21%	?	.	4%
40	Nc1nc(Cl)nc2c1ncn2C1CC(O)C(CO)O1 (stereo not given)	19%&8%	?	2%	?	?	5.6µM*	8.2µM*	?	-5%
41	Cc1ccc2nc(SCCCCOc3ccccc3)[nH]c2c1	-4%	0%	-18%	-6%	-6%	?	1%	?	-21%
42	CCc1ccc(C(=O)COC(=O)C(NC(=O)C2CCC(C)CC2)C(C)C)cc1 (stereo not given)	0%	1%	4%	.	.	7%	?	.	5%
43	COc1ccc(-c2cc(C(F)(F)F)nc(SCCC(=O)N3CCOCC3)n2)cc1	-3%	-22%	6%	6%	-3%[9.22 µM]	-1%	0%	10%	17%
44	O=C(C1=C(O)C(=O)N(CCN2CCOCC2)C1c1cccc([N+](=O)[O-])c1)c1cc2ccccc2o1 (stereo not given)	-2%	19%	0%	-5%	.	-11%	-7%	-8%	?
45	COc1ccc(C(=O)COC(=O)CCN2C(=O)C3C4CCC(C4)C3C2=O)cc1 (stereo not given)	3%	6%	-17%	-2%	?	-6%	-1%	12%	0%
46	CCc1nnc(NC(=O)/C=C/c2cccs2)s1	-2%	23%	12%	?	-8%	64%[activator]	-15%	14%	0%
47	Cc1nccn1CC(O)Cn1c2ccccc2c2ccccc21 (stereo not given)	1%	-17%	-17%	?	-11%	?	-17%	-25%	-3%
48	Cn1c2ccc(F)cc2c2nnc(NN)nc21	10%	-26%	-22%	-12%	-37%[inhibitor]	0%	-14%	-9%	0%
49	O=C(COC(=O)c1cccc([N+](=O)[O-])c1)NNC(=O)c1cccs1	-2%	0%	23%	1%	1%	14%	8%	3%	4%
50	Cc1cc(C)n2nc(S(=O)(=O)NCCc3ccccc3)nc2n1	0%	0%	-12%	3%	-12%	2%	15%	0%	-3%
51	CC(C)OC(=O)/C(C#N)=C/c1c[nH]c2ccccc12	2%	1%	6%	7%	-9%	-23%	7%	10%	-29%
52	CC12CC3CC(C)(C1)CC(C(=O)NCc1ccncc1)(C3)C2	-2%	-1%	18%	-6%	-51%[inhibitor]	0%	-6%	-1%	-20%
53	CCOc1cccc(NC(=O)Cn2nc(-c3ccc4c(c3)OCCO4)ccc2=O)c1	-5%	-9%	10%	-11%	20%	-3%	0%	-13%	-6%
54	O=C(c1ccc(CS(=O)Cc2ccccc2Cl)o1)N1CCN(c2cccc(Cl)c2)CC1 (stereo not given)	3%	?	15%	-37%	?	?	?	-26%	-40%

# 5 entries from above, ordered by the number in SW480 rerep, largest number first:
entry | SMILES | SW480 rerep
33 | COc1ccccc1COC(=O)c1cccc(S(=O)(=O)N2CCCC2)c1 | 13%
8 | CSc1nnnn1-c1ccc(Cl)cc1 | 1%
36 | CN(CC(=O)Nc1ccc(F)c(F)c1F)C(=O)Cn1cnc2c1c(=O)n(C)c(=O)n2C | -4%
46 | CCc1nnc(NC(=O)/C=C/c2cccs2)s1 | -8%
9 | COc1ccc(OC)c(NC(=O)CCNS(=O)(=O)c2ccc3[nH]c(=O)oc3c2)c1 | -23%
